ROMK primary: modulators of human ROMK potassium channel | P48048 | Tet-inducible ROMK, thallium flux fluorescence; actives lie on both sides | B-score at 10 µM | hit rate 2% among 130,000;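 active = signal ratio slope over the read window, or its plate-corrected B-score, at least 3 SD from the plate mean, either direction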;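 also: B-score of the F/F0 ratio slope over 7 to 12 s after thallium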
Target sequence (P48048 whole entry, looked up): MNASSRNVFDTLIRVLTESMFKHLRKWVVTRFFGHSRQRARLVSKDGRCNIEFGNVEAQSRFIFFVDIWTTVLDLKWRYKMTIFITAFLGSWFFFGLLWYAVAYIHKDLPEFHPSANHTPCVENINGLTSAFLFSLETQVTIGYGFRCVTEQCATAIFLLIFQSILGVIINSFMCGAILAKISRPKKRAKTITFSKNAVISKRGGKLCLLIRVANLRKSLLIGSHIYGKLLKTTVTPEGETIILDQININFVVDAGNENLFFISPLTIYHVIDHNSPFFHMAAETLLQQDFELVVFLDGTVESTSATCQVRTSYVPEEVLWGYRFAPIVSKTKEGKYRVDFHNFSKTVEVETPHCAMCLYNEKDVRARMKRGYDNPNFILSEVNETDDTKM
PPARg SRC3 recr: promotes SRC-3 coactivator recruitment by human PPARgamma | P37231 | biochemical PPARgamma/SRC-3 coactivator recruitment assay | activation, % at 8 µM | hit rate 0.26% among 200,000 | AID 731; in the data active = activation above about 23%;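 also: 0% = DMSO and 100% = reference agonist; some compounds past the cut are filed as inactive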
PPARg SRC1 recr: PPARgamma-driven SRC-1 recruitment agonism. PPARgamma-SRC-1 coactivator recruitment biochemical assay. activation, % at 8 µM. hit rate 0.41% among 200,000. P37231; in the data active = activation above about 19%;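 also: 0% = DMSO and 100% = reference agonist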
Diaphorase act: counter-screen for diaphorase-based assays: diaphorase activators and chemical reducers | Diaphorase/resazurin coupled assay, resorufin fluorescence, 16 min; hits give high values; 1 = vehicle wells, 0 = NADH-free wells | activation factor at 20 µM | hit rate 0.005% among 190,000 | AID 1229;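 active = diaphorase activity raised at least twofold by the compound at 20 µM; inactive = activation factor below 2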
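Test system: Clostridium kluyveri diaphorase, purified enzyme; input: enzyme 0.07 U/mL final; buffer or medium: 50 mM HEPES pH 7.4 with 4.542 mM MgCl2, 0.005% Tween 20; also added: 0.114 mM NADH and 0.1 mM resazurin, final amounts; schedule: 16 min enzyme reaction, ambient temperature; technique: fluorescence of resorufin, 544 nm excitation, 590 nm emission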
PPARg SRC2 recr: promotes SRC-2 coactivator recruitment by human PPARgamma; activation, % at 8 µM; AID 1032; P37231; hit rate 0.34% among 200,000; PPARgamma LBD-SRC-2 recruitment, biochemical; in the data active = activation above about 22%;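 also: 0% = vehicle and 100% = reference agonist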
PMI activator: activators of human phosphomannose isomerase. P34949. purified human PMI, coupled resazurin fluorescence, 20 min; hits give high values; 1 = vehicle control, 0 substrate-free wells. activation factor at 20 µM. hit rate 0.005% among 190,000;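 active = activation factor of 2 or more at 20 µM, relative to plate controls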
TR-FRET SRC-2 ct: counter-screen for PPARgamma SRC-2 recruitment agonists: TR-FRET artefact | hits give high values | TR-FRET ratio at 8 µM | hit rate 0.4% among 200,000; in the data active = TR-FRET ratio above about 2000; also: inactives centre near 1500
Diaphorase inh: inhibits diaphorase or chemically oxidizes, flagging diaphorase assay artifacts. diaphorase resazurin-to-resorufin fluorescence, NADH, 16 min; bacterial (C. kluyveri) enzyme, not human. inhibition, % at 20 µM. hit rate 0.69% among 190,000;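 active = primary screen inhibition at 20 µM above a set limit, cut at about 50% in these data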;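 also: plate controls were DMSO with full reaction for no effect and wells lacking NADH for full effect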
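Benchmarks: positive control wells lacking NADH, neutral wells with DMSO only. System: bacterial diaphorase enzyme (C. kluyveri). Input: 0.14 U/mL diaphorase, enzyme working solution. Detection: resorufin fluorescence, excitation 544 nm, emission 590 nm. Times: 16-min room-temperature incubation before reading.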
S1P3 antagonist: antagonists of human S1P3 receptor. Q99500. CHO S1P3 NFAT-BLA reporter, FRET fluorescence, antagonist mode. inhibition, % at 4.98 µM. hit rate 0.27% among 170,000. AID 485;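 active = inhibition above the plate cutoff, the mean inhibition of test wells on that plate plus 3 SD, cut at about 28% in these data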;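 also: cells challenged with S1P at its EC80 of 0.8 µM; blue over green emission ratio from cleaved BLA substrate after 4 h stimulation; 0% = S1P-stimulated wells and 100% = unstimulated DMSO-only wells; some compounds past the cut are filed as inactive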
Target sequence (Q99500 whole entry, looked up): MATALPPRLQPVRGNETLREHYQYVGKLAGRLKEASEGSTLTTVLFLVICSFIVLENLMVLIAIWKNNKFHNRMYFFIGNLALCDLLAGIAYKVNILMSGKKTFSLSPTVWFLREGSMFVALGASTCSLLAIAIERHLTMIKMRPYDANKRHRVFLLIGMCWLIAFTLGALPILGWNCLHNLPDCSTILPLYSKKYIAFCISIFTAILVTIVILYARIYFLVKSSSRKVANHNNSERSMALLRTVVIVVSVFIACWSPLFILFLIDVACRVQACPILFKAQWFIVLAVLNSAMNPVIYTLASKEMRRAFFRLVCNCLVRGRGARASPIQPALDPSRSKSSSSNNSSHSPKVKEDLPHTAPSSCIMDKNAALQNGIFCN
PMI act hi M6P: PMI (human) activation, high substrate; activation factor at 20 µM; hit rate 0.34% among 190,000; P34949; AID 1216; coupled PMI enzyme assay, resazurin fluorescence, 20 min; hits give high values; 1 = untreated enzyme, 0 = substrate-free blank;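 active = activation factor of 2 or more at 20 µM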
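Test system: human phosphomannose isomerase with PGI, G6PDH, diaphorase coupling enzymes / Doses: 20 µM compound, 1% DMSO / Times: enzyme reaction with compound 20 min at room temperature / Measured by: Diaphorase-driven resazurin-to-resorufin fluorescence, excitation 544, emission 590 nm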
G6PDH CS: L. mesenteroides G6PDH inhibition counter-screen. Purified L. mesenteroides G6PDH, diaphorase/resazurin coupled fluorescence, 45 min. inhibition, % at 5 µM. hit rate 0.12% among 200,000. AID 1020; in the data active = inhibition above about 50%
An asterisk follows results filed as active; / = no result given.

SMILES	ROMK primary	PPARg SRC3 recr	PPARg SRC1 recr	Diaphorase act	PPARg SRC2 recr	PMI activator	TR-FRET SRC-2 ct	Diaphorase inh	S1P3 antagonist	PMI act hi M6P	G6PDH CS
O=C(/C=C/c1ccccc1Cl)NC1CCS(=O)(=O)C1 (stereo not given)	0.45	1	-2	0.8	-10	0.9	1342	16	-9	0.9	5
CCOC(=O)C(NC(C)=O)C(O)c1ccc([N+](=O)[O-])cc1 (stereo not given)	1.1	-1	-3	1	10	1.1	1382	1	0	1	-4
c1ccc(OCCCCn2cnc3ccccc32)cc1	/	0	4	0.9	11	0.9	1522	8	-33	1	0
N#CC1(C#N)CC(C=O)=C(N)C1(C#N)CC(=O)c1ccc(F)cc1 (stereo not given)	/	3	1	0.7	5	0.8	1705	31	/	0.5	12
Cc1ccc(OCC(=O)Nc2ccc(F)cc2)cc1	/	12	8	0.8	5	0.9	1491	18	/	0.9	-2
O=C(CO/N=C/c1ccccc1O)N1CCc2ccccc21	-0.034	2	-11	0.8	8	1	1722	15	-13	1	-4
CCOC(=O)c1c(/N=C/N(C)C)sc2c1CCC2	-0.29	-4	1	0.9	-2	1	1448	7	0	1	0
c1ccc(C2=NC(c3ccccc3)N=C(c3ccccc3)N2)cc1	0.66	-1	2	0.9	3	1	1538	6	/	1	1
C/C(=N\NC(=S)NCCc1ccccc1)c1cccc(Br)c1	1.2	6	-2	0.8	11	1	1812	19	0	0.9	2
CCOc1ccccc1Nc1nc(N)nc(CSc2nncn2C)n1	/	-4	0	1	-8	0.9	1593	4	14	0.9	-1
COc1ccc(/C(N)=N/OC(=O)Oc2ccccc2)cc1	/	1	3	1	5	1	1509	0	/	1	-1
CCOC(=O)c1nccnc1C(=O)Nc1ccc(C(F)(F)F)cc1	-0.06	-2	-8	1	2	1.1	1496	-1	-7	1.1	0

Reprinted at random: four entries already listed.
SMILES	ROMK primary	PPARg SRC3 recr	PPARg SRC1 recr	Diaphorase act	PPARg SRC2 recr	PMI activator	TR-FRET SRC-2 ct	Diaphorase inh	S1P3 antagonist	PMI act hi M6P	G6PDH CS
COc1ccc(/C(N)=N/OC(=O)Oc2ccccc2)cc1	/	1	3	1	5	1	1509	0	/	1	-1
c1ccc(C2=NC(c3ccccc3)N=C(c3ccccc3)N2)cc1	0.66	-1	2	0.9	3	1	1538	6	/	1	1
CCOC(=O)C(NC(C)=O)C(O)c1ccc([N+](=O)[O-])cc1 (stereo not given)	1.1	-1	-3	1	10	1.1	1382	1	0	1	-4
N#CC1(C#N)CC(C=O)=C(N)C1(C#N)CC(=O)c1ccc(F)cc1 (stereo not given)	/	3	1	0.7	5	0.8	1705	31	/	0.5	12

(cont.)
SMILES	ROMK primary	PPARg SRC3 recr	PPARg SRC1 recr	Diaphorase act	PPARg SRC2 recr	PMI activator	TR-FRET SRC-2 ct	Diaphorase inh	S1P3 antagonist	PMI act hi M6P	G6PDH CS
COCCCNC(=O)/C(=C\c1cccn1C)NC(=O)c1cccs1	0.57	0	9	0.8	8	0.9	1861	20	1	0.9	1
O=C(Nc1cc(Cl)ccc1Cl)C1CC(=O)N(c2ccccc2)C1 (stereo not given)	0.39	11	2	1	14	1	1521	5	-19	1	0
Nc1c(C(=O)O)nnn1Cc1ccccc1	1	7	-1	0.9	-5	0.9	1576	14	/	1	8
C[C@@H](CN1C2=NC[C@H](Cc3ccccc3)N2C[C@H]1Cc1ccc(O)cc1)NC(=O)CCC1CCCCC1	/	-2	0	1	-3	1	1634	3	-5	0.9	6
Cc1ccc(N/C=C2\CCCCC2=O)nc1	0.67	0	4	0.8	4	0.9	1529	16	7	0.9	5
O=C(c1ccc(Cl)c(F)c1F)N1CCOCC1	0.66	-3	-3	0.9	2	1	1575	8	/	1.1	0
CCN(CC)S(=O)(=O)c1cc([N+](=O)[O-])ccc1NNC(=O)Nc1ccccc1	0.037	19	-4	0.8	1	1	1469	22	/	1.1	8
O=C1N(c2cccc(Cl)c2)C(c2ccc(Cl)cc2)N2CCCN12 (stereo not given)	-1	1	7	1	10	1	1450	5	15	1	23
CCOC(=O)c1c(N)sc(C(=O)N2CCCC2)c1C	0.33	1	3	1	7	1	1541	2	/	1	-1
S=c1[nH]nc(-c2ccco2)n1/N=C/C=C/c1ccco1	-0.56	9	5	0.4	12	1	1584	64*	-2	0.8	2
COC(=O)c1ccccc1NC(=O)c1cc(-c2ccc(C)cc2)on1	0.42	8	-1	1	11	1	1617	0	/	1	4
Cc1nn(C(C)C(=O)N2CCCCC2)c(=O)c2c1sc1ccccc12 (stereo not given)	/	13	2	1.1	1	1.1	1686	-6	-24	1.1	5
COc1ccc(C)cc1S(=O)(=O)N1CCN(S(=O)(=O)c2cc(C)ccc2OC)CC1	-0.0036	-8	-1	0.8	-3	0.8	1389	22	/	0.9	6
Cc1ccccc1C(=O)NC1CCN(Cc2ccccc2)CC1	-0.035	10	-4	1	4	0.9	1360	5	-2	0.8	13
COc1ccc(-c2[nH]ncc2CN2CCN(C(=O)c3ccco3)CC2)cc1F	-0.27	0	5	1.1	-3	1	1609	-7	-21	1.1	8
COc1cccc(NC(=O)Nc2ccccc2C(N)=O)c1	0.36	3	5	0.9	0	1	1519	7	-13	1	1
COC(=O)c1ccc(CSc2nnc(NC(C)C)s2)o1	0.31	2	-1	0.9	-3	1	1501	5	-6	1.1	1
O=C(c1cccc(S(=O)(=O)N2CCOCC2)c1)N(Cc1ccc(F)cc1)Cc1ccco1	-0.32	7	-2	0.7	7	0.9	1557	26	-16	0.9	13
CCOP(=O)(CC(C(C)=O)C(O)c1ccccc1)OCC (stereo not given)	-0.044	-3	5	1	-4	1.1	1445	-5	-12	0.9	18
CCOCCCNC(=O)C(c1ccc(C)cc1)N1CCOCC1 (stereo not given)	/	/	/	0.9	/	1	/	6	-18	1	6
N#Cc1cc([N+](=O)[O-])ccc1NC(=O)COC(=O)CCC1CCCCC1	1.1	-3	3	1	2	0.9	1352	4	-19	0.9	8
CCC1CCCCN1C(=O)CSc1nnc(-c2ccc3c(c2)OCCO3)o1 (stereo not given)	/	-7	-4	0.8	13	1	1240	15	-21	0.9	1
O=C(CN1CCc2ccccc2C1)NCc1ccco1	0.1	8	-5	1	7	1	1536	4	/	1	8
CCn1c(SCC(=O)N2CCc3ccccc3C2)nc2sc(C)c(C)c2c1=O	/	2	5	0.8	8	0.8	1586	22	12	0.9	-40
CCC(=O)Nc1ccc(C(=O)N/N=C/c2cc(Br)c(OC)cc2OC)cc1	1.1	2	0	1	-6	1.1	1367	4	-19	1.1	-4
COc1ccc(C(=O)OCC(=O)c2c(N)n(C)c(=O)n(C)c2=O)cc1OC	0.37	-4	-8	0.9	-3	0.9	1310	5	-18	0.9	4
COc1cccc(-c2csc(N3CCN(C(=O)C4CCCCC4)CC3)n2)c1	/	0	6	0.8	5	0.9	1620	17	18	0.9	0
CC(=O)c1c(C)[nH]c(C(=O)NCc2cccc(Cl)c2)c1C	-1.6	-3	-6	0.9	-1	1	1502	7	3	1	4
O=C(COC(=O)c1ccccn1)NCCCc1ccccc1	-0.31	-10	-4	0.9	-1	1	1556	11	-4	1	6
COc1ccc(CCNC(=O)CSC(=O)c2ccccc2)cc1OC	-1.4	3	2	0.9	5	1	1864	10	-10	1	0
CCc1ccc(/C=C\C(=O)N2CCc3ccccc3C2)cc1	/	2	1	0.9	0	1	1356	8	/	0.6	12
O=C(Nc1ncc(Br)s1)C1CCCN1S(=O)(=O)c1cccc2cccnc12 (stereo not given)	/	7	1	0.9	-4	1	1419	15	20	1	-11
CNC(=O)c1ccc(-c2ccc(OC)cc2)s1	/	-5	10	0.9	1	1	1458	14	/	1	2
O=C(CCn1c(=O)[nH]c2ccsc2c1=O)N1CCN(c2cccc(Cl)c2)CC1	/	-11	-1	0.8	-3	0.9	1648	22	/	0.9	-1
O=C(O)CNC(=O)/C=C/c1ccc(Cl)cc1Cl	0.12	-1	2	0.9	9	1	1608	12	-17	1	1
O=C(NCCc1ccc(Cl)cc1)C1CCN(S(=O)(=O)c2ccc(-n3cnnn3)cc2)CC1	/	4	-2	1	7	1	1806	0	-21	1.1	3
O=C(CN1C(=O)c2ccccc2S1(=O)=O)NC(Nc1ccccc1F)C(Cl)(Cl)Cl (stereo not given)	0.54	1	8	0.9	-1	1	1477	13	23	1	5
Cc1cc(-n2cnnn2)ccc1C(C)C	-0.091	1	-4	0.8	4	0.9	1386	15	-14	0.9	2
CN(CCNC(=O)C1CC(=O)N(c2ccc(F)c(Cl)c2)C1)Cc1ccccc1 (stereo not given)	/	-5	6	1	7	1.2	1669	-3	-29	1.1	7
CC(C)c1ccc(NC(=O)C(c2ccccc2)N2CCN(C(=O)c3ccco3)CC2)cc1 (stereo not given)	/	-5	8	0.8	-4	0.9	1461	16	52	0.8	-3
COC(=O)C1=C(C)OC(N)=C(C#N)C1c1ccccc1 (stereo not given)	-0.51	-3	-6	1.1	0	1	1541	-6	-25	1.1	9
c1ccc(Oc2cc(-n3cccn3)ncn2)cc1	/	-3	2	1	0	0.9	1428	1	-2	1	1
CCOC(=O)C1=C(C)N=c2s/c(=C\c3ccc(OC(C)=O)c(OCC)c3)c(=O)n2C1/C=C/c1ccccc1 (stereo not given)	/	1	4	0.9	-3	0.9	1397	13	/	0.9	2
CCCn1c(N)c(C(=O)COC(=O)c2c(C)noc2C)c(=O)n(C)c1=O	0.42	8	2	0.8	1	1	1427	20	-24	1	8
O=C(CSc1nc2ccccc2c(=O)n1Cc1ccco1)N1CCCCCC1	-2	-11	-2	0.9	-12	1	1417	5	11	1	2
O=C(C[n+]1ccccc1)N/N=C/c1cccs1	0.037	-1	4	1	17	1.1	1777	-1	0	1.1	8
Cc1cc(NC(=O)COc2cccc(Oc3ccccc3)c2)no1	/	5	1	0.8	7	0.9	1683	19	-9	0.9	-25
Cc1cc(Br)ccc1NC(=O)CNC(=O)CN1C(=O)NC2(CCCCCC2)C1=O	/	-5	-3	0.9	0	1	1415	9	-19	1	2
CCOC(=O)N1CCN(c2c(NCc3ccccc3OC)c(=O)c2=O)CC1	/	7	6	0.8	-2	1	1488	15	-3	0.9	2
COc1ccccc1CN(C)CC(=O)NC1CCCc2ccccc21 (stereo not given)	-1.2	5	11	0.9	13	1	1582	13	-14	1	5
CC(=O)c1nc(-c2ccccc2)sc1C	-0.68	5	9	1	11	1	1663	2	-8	1	9
COc1ccc(Br)c(C(=O)Nc2cccc(Cl)c2Cl)c1	-0.21	-1	5	0.9	-1	0.9	1551	14	9	1.1	-17
CC(NC(=O)NC1CCCCC1)c1ccccc1 (stereo not given)	/	-2	2	1	-5	1	1395	4	10	1	5

Screening data from PubChem BioAssay.

Rows were taken by chance; any-hit rate near 3.3%.
